dFosB act: activators of delta FosB homodimer, primary screen, biochemical, fluorescence polarization, TAMRA-CDK5 oligo, single point; Protein FosB (Mus musculus), P13346; purified delta FosB; percent of positive-control signal above neutral wells; activation, % at 25 µM; actives 0.99% (n = 340,000);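 active = mean activation above about 17%, with every replicate also reaching it, limit read from the data, passing the limit was not always enough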;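 also: fluorescence polarization rise as delta FosB binds a TAMRA Cdk5 AP-1 oligo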
SR-BI DiI inh: inhibitors of SR-BI mediated HDL lipid uptake, primary screen, ldlA[mSR-BI] cells, fluorescence, single point | Scavenger receptor class B member 1 (Mus musculus), Q61009 | ldlA[mSR-BI] CHO cells, DiI-HDL uptake fluorescence, 3 h | inhibition, % at 12.5 µM | actives 0.96% (n = 320,000) | AID 488896, 2010;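 active = mean replicate inhibition of at least 70% and a set share of replicates each scoring 70 or more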;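 also: 0% = median of neutral control wells and 100% = median of positive control wells; values of inactives mirror those of a sister screen read the other way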
Target sequence (Q61009 whole entry, looked up): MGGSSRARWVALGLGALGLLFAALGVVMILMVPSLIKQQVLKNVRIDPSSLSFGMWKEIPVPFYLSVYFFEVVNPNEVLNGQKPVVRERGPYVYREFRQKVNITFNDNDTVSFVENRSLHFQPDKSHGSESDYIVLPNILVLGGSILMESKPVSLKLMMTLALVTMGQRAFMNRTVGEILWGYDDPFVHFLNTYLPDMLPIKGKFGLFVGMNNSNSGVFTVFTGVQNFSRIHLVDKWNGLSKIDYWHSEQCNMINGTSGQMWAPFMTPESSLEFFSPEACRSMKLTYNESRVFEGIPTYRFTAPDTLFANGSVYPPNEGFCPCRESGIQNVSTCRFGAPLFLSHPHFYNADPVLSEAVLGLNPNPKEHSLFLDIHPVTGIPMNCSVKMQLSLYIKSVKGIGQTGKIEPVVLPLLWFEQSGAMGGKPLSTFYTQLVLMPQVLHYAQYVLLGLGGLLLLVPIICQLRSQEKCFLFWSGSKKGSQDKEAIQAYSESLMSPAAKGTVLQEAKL
Pemphigus Ab inh: inhibitors of pemphigus antibody binding to DSG3, primary screen, biochemical, bead-based, flow cytometry, scFv-GFP. actives 0.48% (n = 310,000). DSG3-coupled beads, scFv-anti-DSG3-GFP binding; hits give low values. Desmoglein-3 (Homo sapiens), P32926. binding (percent of control), % at 10 µM;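 active = binding more than 3 SD below its plate's average and above zero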;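 also: hits lower antibody fragment binding to DSG3; some compounds called inactive have numbers as strong as hits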
SR-BI uptake up: activators of SR-BI mediated DiI-HDL uptake, primary screen, ldlA[mSR-BI] CHO cells, DiI fluorescence; 3 h; 100 = double the neutral-control signal; activation, % at 12.5 µM; actives 0.096% (n = 320,000);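 active = mean replicate activation of at least 60% and every replicate at or above 60%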;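 also: 0% = median plate neutral-control signal and 100% = twice that signal; values of inactives mirror those of a sister screen read the other way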
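System: LDL receptor-deficient CHO ldlA cells overexpressing murine SR-BI | Timing: 3 h uptake period with compound, 37 °C | Medium: HEPES-buffered (25 mM, pH 7.4) F12 plus 0.5% BSA | Dosing: Single-point compound dose | Signal: Bottom-read fluorescence, 550/595 nm | Read-out: Retained DiI signal reflecting DiI-HDL uptake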
NSD2 HMT inh: NSD2 histone methyltransferase inhibitors, primary screen, biochemical, AlphaScreen, single concentration, set 2. AID 743445, 2014. actives 0.54% (n = 310,000). Histone-lysine N-methyltransferase NSD2 (Homo sapiens), O96028. NSD2 peptide methylation, 120 min. inhibition, % at 12.5 µM; in the data active = inhibition above about 50%
Mot1-301 SUMO: yeast Mot1-301 growth rescue at high temperature, primary screen, SUMOylation pathway inhibitor project, S. cerevisiae, ATP luminescence, 38.5C; AID 2716, 2010; growth rescue, % at 18.8 µM; actives 1% (n = 320,000); S. cerevisiae Mot1-301 growth rescue; percent above DMSO median, 100 means doubled;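 active = every valid replicate shows activation above 250% relative to neutral control wells; inactive = the rest, any valid replicate at or below 250%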;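 also: OY570 slx delta 5 strain wells were the positive control but not used for scaling; some compounds called inactive have numbers as strong as hits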
CDK5 inh: inhibitors of human CDK5/p35 kinase, primary screen, biochemical, single concentration. inhibition, % at 10 µM. actives 0.01% (n = 330,000). Recombinant CDK5/p35, ADP-Glo luminescence, 60 min;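 active = highest replicate inhibition of at least 50% and at least 75% of replicates reaching 50%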;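 also: plate controls were DMSO neutral control for no effect and GW8510 at 10 µM for full effect; many of its hits are not listed in these tables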
PKA-R2B act: activators of PKA-R2B holoenzyme, primary screen, biochemical, fluorescence polarization, Cy5-IP20, human; PKA-R2B holoenzyme dissociation; R2B truncated from residue 108, S112A mutant; 0% DMSO only, 100% 113 µM cGMP; actives 0.079% (n = 340,000); activation, % at 11.4 µM;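 active = activation above a cutoff set at the mean over all compounds plus 3 SD, cut at about 18% in these data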;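 also: higher means more holoenzyme dissociation and a rise in polarization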
Target sequence (P31323 whole entry, looked up, other chains not shown, the tested form may be a part): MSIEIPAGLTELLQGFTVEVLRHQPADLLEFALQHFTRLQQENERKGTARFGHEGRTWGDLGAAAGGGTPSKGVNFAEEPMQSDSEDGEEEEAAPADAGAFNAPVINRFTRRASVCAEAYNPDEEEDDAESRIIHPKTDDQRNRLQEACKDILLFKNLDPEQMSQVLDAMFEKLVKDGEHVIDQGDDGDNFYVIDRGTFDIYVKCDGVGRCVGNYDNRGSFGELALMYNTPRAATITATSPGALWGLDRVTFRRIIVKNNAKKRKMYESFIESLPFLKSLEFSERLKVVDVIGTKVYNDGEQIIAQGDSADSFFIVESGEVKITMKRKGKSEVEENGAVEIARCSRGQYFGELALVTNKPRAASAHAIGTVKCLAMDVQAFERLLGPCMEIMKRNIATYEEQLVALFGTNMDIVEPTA
MITF act: activators of MITF-driven TRPM1 promoter reporter, primary screen, cell-based, SK-MEL-5, luciferase, single point; SK-MEL-5 TRPM1-promoter luciferase, 24 h; % of positive control, neutral wells = 0; activation, % at 12.5 µM; actives 0.75% (n = 300,000); AID 588334, 2011;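 active = mean activation of at least 80% with every replicate also reaching 80%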;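 also: 0% = neutral control wells and 100% = parthenolide positive control wells; values of inactives mirror those of a sister screen read the other way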
PKA-R1A act: activators of PKA-R1A holoenzyme, primary screen, biochemical, fluorescence polarization, Cy5-IP20, bovine R1A, mouse PKAc; cAMP-dependent protein kinase type I-alpha regulatory subunit (Bos taurus) + …; PKA-R1A dissociation; scaled: DMSO 0%, 113 µM cGMP 100%; activation, % at 11.4 µM; actives 0.083% (n = 340,000); AID 504707, 2011;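 active = percent activation above the mean of all tested compounds plus 3 SD, cut at about 19% in these data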;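 also: higher means more PKAc released from R1A so a rise in polarization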
Arr AP2 block: inhibitors of beta-arrestin/AP2 binding, primary screen, biochemical, GPCR trafficking, flow cytometry | beta-arrestin 1 C-terminal peptide binding to AP2 beta2-adaptin appendage (human) | inhibition, % at 10 µM | AID 504490, 2011 | FITC-arrestin peptide / GST-AP2 beads; AP2 beta2 appendage carries R879A mutation | actives 0.31% (n = 340,000);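 active = inhibition above a set limit, near 3 SD of compounds lacking own fluorescence, cut at about 54% in these data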;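 also: plate controls were DMSO wells for no effect and 5 µM unlabelled arrestin peptide for full effect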
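test system = AP2 appendage R879A on GSH beads | buffer or medium = PBS plus Tween 20 (0.05%) and BSA (0.1%) | incubation = 12 min plus 1 h, RT | detection = bead flow cytometry, FITC channel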
An asterisk follows results filed as active; · = no result given.

Mot1-301 SUMO	NSD2 HMT inh	MITF act	PKA-R1A act	PKA-R2B act	SR-BI uptake up	SR-BI DiI inh	Pemphigus Ab inh	Arr AP2 block	dFosB act	CDK5 inh	Compound
-10	-1	1	7	10	-61	61	102	26	-8	-1.1	CC(Sc1nc(-c2ccccc2)cc(C(F)(F)F)n1)C(=O)N1CCC(C(N)=O)CC1 (centres undefined)
-12	·	-9	-6	-3	-67	67	107	17	5	-1.0	COc1ccc(CNC(=O)C[C@H]2C(=O)N(CCc3ccccc3)C[C@@H]2Cc2ccccc2)cc1
8	-1	4	-7	-4	-13	13	108	-10	-3	0.8	CCOC(=O)C1=C(O)C(=O)N(C2CCCCC2)C1
-13	24	1	-13	2	14	-14	·	12	3	5.1	Cc1cc(C)n2nc(C(=O)OCC(=O)Nc3ccc(C)c(S(=O)(=O)N4CCOCC4)c3)nc2n1
100	·	·	-2	2	-20	20	96	2	-4	-1.4	Cc1c(C(=O)NCC2CCCO2)oc2ccc(S(=O)(=O)N3CC(C)CC(C)C3)cc12 (centres undefined)
-16	0	-24	0	4	-13	13	108	3	10	-1.5	CCOC(=O)c1cc(CC)sc1NC(=O)COc1ccc2c(C)cc(=O)oc2c1
137	3	2	10	-8	19	-19	103	7	-5	-2.5	O=C(Nc1ccc2c(c1)OCO2)C1CCN(C(=O)c2ccc(Cl)cc2)CC1
-15	1	-4	-7	0	·	·	95	29	-6	-0.3	Cc1ccc(S(=O)(=O)N(C)C)cc1-n1c(SCC(=O)N(C)C)nc2ccccc2c1=O
140	-1	·	-10	6	-37	37	93	32	-9	-0.9	CCN(CC)S(=O)(=O)c1ccc(N=Nc2cc(C)cc(Br)c2O)cc1
7	·	-6	-5	-11	-6	6	108	12	-9	-0.1	O=C(Cn1ncc2c1-c1ccccc1OC2)N1CCc2ccccc21
12	-1	·	5	-2	16	-16	101	-1	-1	-3.2	CCOc1ccc(NC(=O)CN2C(=O)c3ccccc3C2=O)cc1
-3	-5	-2	-3	2	-1	1	96	37	-9	1.2	CCOC(=O)c1oc2ccccc2c1COC(=O)CNC(=O)c1cc(OC)c(OC)c(OC)c1
·	12	-73	-8	-1	2	-2	122	2	-65	0.4	CCN(CC)CCNC(=O)c1ccc(NC(=O)c2cccc(S(=O)(=O)N(C)C3CCCCC3)c2)cc1
15	-4	-3	-3	-4	27	-27	87	30	-2	-3.0	O=C(ONC1=NCCCCC1)c1ccc([N+](=O)[O-])cc1
4	0	-3	3	0	-3	3	117	-8	4	1.6	NNC(=O)c1ccc(COCC(F)(F)F)cc1
-6	-1	-15	-6	-9	7	-7	·	33	0	0.0	Cn1c(SCc2c(F)cccc2Cl)nc2ccccc2c1=O
0	0	7	-9	4	22	-22	99	-4	4	0.2	O=C(c1ccco1)N(Cc1ccccc1)Cc1ccccn1
-14	-1	-1	-8	-2	10	-10	92	-1	9	0.4	C=CCNC(=O)CN(CCc1ccccc1)S(=O)(=O)c1ccccc1
266	0	-11	-8	5	-5	5	101	5	-4	-0.1	O=C(COc1ccc2ccccc2c1)N1CCN(c2ccccc2)CC1
·	1	9	-3	-6	-44	44	104	-12	-13	-0.6	COc1cc(OC)cc(C(=O)Nc2nc(CC(=O)NC(C)c3ccccc3)cs2)c1 (centres undefined)
-39	-2	-2	-10	-5	-11	11	97	-13	-4	-0.4	CCn1c(C)nc2cc(C(=O)N3N=C(CCOC)CC3(O)C(F)(F)F)ccc21 (centres undefined)
11	0	-7	-8	-1	-9	9	106	-3	-6	-0.5	CCOC(=O)CC(=O)CSC1=C(C#N)C(c2ccccc2OC)CC(=O)N1 (centres undefined)
-3	4	12	1	10	7	-7	106	6	2	0.1	COc1ccc(OCCSc2n[nH]c(N)n2)cc1
3	-1	10	9	0	18	-18	104	-3	-2	1.7	NS(=O)(=O)c1cccnc1Nc1cccc(C(F)(F)F)c1
-12	·	2	-5	-14	-66	66	104	9	2	-0.7	NC(=O)[C@H]1CC2(CC(c3cccc(NC(=O)COc4ccc(Cl)cc4)c3)=NO2)CN1C(=O)c1ccc(Cl)cc1 (some centres undefined)
67	-9	-2	-11	-10	2	-2	98	5	3	-0.4	Cc1ccc(NC(=O)CN2CCN(Cc3ccccc3)CC2)cc1
6	·	·	0	4	-21	21	105	-2	-7	1.2	CC1CC(NC(=O)c2cnc3n(c2=O)CCS3)CC(C)(C)C1 (centres undefined)
2	-2	-4	2	19*	17	-17	84	-3	-5	-0.5	CC(NC(=O)Cc1ccc(F)cc1)c1ccc(F)cc1 (centres undefined)
-23	4	7	-3	-8	32	-32	96	-6	-2	-1.5	CCCS(=O)(=O)N1CCCC(C(=O)NCCN2CCCCC2C)C1 (centres undefined)
-8	-1	-6	1	6	-17	17	104	1	-7	1.3	CCOc1ccc(CCNC(=O)COC(=O)c2cccc(S(=O)(=O)N3CCCC3)c2)cc1OCC

Next section; the last two above are carried over.
Mot1-301 SUMO	NSD2 HMT inh	MITF act	PKA-R1A act	PKA-R2B act	SR-BI uptake up	SR-BI DiI inh	Pemphigus Ab inh	Arr AP2 block	dFosB act	CDK5 inh	Compound
-23	4	7	-3	-8	32	-32	96	-6	-2	-1.5	CCCS(=O)(=O)N1CCCC(C(=O)NCCN2CCCCC2C)C1 (centres undefined)
-8	-1	-6	1	6	-17	17	104	1	-7	1.3	CCOc1ccc(CCNC(=O)COC(=O)c2cccc(S(=O)(=O)N3CCCC3)c2)cc1OCC
31	0	7	14	0	1	-1	94	-9	-9	·	COc1ccccc1N1C(=NC(=O)COc2ccccc2)SC2CS(=O)(=O)CC21 (centres undefined)
10	0	9	6	5	-10	10	108	-27	3	·	Cc1cccc(N2CCN(S(=O)(=O)c3ccc4c(c3)CCCN4C(=O)C3CCC3)CC2C)c1 (centres undefined)
6	-1	-5	-3	-6	16	-16	106	5	-6	0.2	CCOC(=O)N1CCN(C(=O)c2nn(-c3ccc(C)cc3)c(=O)c3c2c2ccccc2n3C)CC1
8	15	·	-11	4	-8	8	116	2	-9	-0.4	Cc1ccccc1CN1CCN(C(=O)c2cccc3ccccc23)CC1
-6	5	17	-8	-10	-3	3	115	-7	2	-0.8	O=C(CCn1cccn1)Nc1ccc2c(c1)OCO2
1	-1	·	-2	5	36	-36	114	-7	1	-0.9	CCC(=O)Nc1nc(C)cc(SCC(=O)OC)n1
-8	1	·	5	0	6	-6	107	8	0	-1.0	CCCCC(=O)Nc1ccc(C(=O)NCc2ccncc2)cc1
153	2	-5	6	-1	9	-9	110	9	-5	-16	COCCOC1CCN(C(=O)C2CCC(=O)N(Cc3cccc(F)c3)C2)CC1 (centres undefined)
-19	2	8	0	3	-31	31	131	-8	47*	0.9	C=CCc1ccccc1OCC(O)CN1CCN(CCN2C(=O)c3cccc4cccc(c34)C2=O)CC1 (centres undefined)

Grouped by structure: the entries above containing fluorine.
Mot1-301 SUMO	NSD2 HMT inh	MITF act	PKA-R1A act	PKA-R2B act	SR-BI uptake up	SR-BI DiI inh	Pemphigus Ab inh	Arr AP2 block	dFosB act	CDK5 inh	Compound
-10	-1	1	7	10	-61	61	102	26	-8	-1.1	CC(Sc1nc(-c2ccccc2)cc(C(F)(F)F)n1)C(=O)N1CCC(C(N)=O)CC1 (centres undefined)
4	0	-3	3	0	-3	3	117	-8	4	1.6	NNC(=O)c1ccc(COCC(F)(F)F)cc1
-6	-1	-15	-6	-9	7	-7	·	33	0	0.0	Cn1c(SCc2c(F)cccc2Cl)nc2ccccc2c1=O
-39	-2	-2	-10	-5	-11	11	97	-13	-4	-0.4	CCn1c(C)nc2cc(C(=O)N3N=C(CCOC)CC3(O)C(F)(F)F)ccc21 (centres undefined)
3	-1	10	9	0	18	-18	104	-3	-2	1.7	NS(=O)(=O)c1cccnc1Nc1cccc(C(F)(F)F)c1
2	-2	-4	2	19*	17	-17	84	-3	-5	-0.5	CC(NC(=O)Cc1ccc(F)cc1)c1ccc(F)cc1 (centres undefined)
153	2	-5	6	-1	9	-9	110	9	-5	-16	COCCOC1CCN(C(=O)C2CCC(=O)N(Cc3cccc(F)c3)C2)CC1 (centres undefined)
